High-throughput results deposited in PubChem by several laboratories.
PPARg SRC2 recr = PPARgamma-driven SRC-2 recruitment agonism. PPARgamma LBD-SRC-2 recruitment, biochemical. activation, % at 8 µM. 200,000 compounds, 0.34% hits. AID 1032; in the data active = activation above about 22%;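 also: 0% = vehicle and 100% = reference agonist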
S1P3 antag = S1P3 (human) receptor antagonism; CHO S1P3 NFAT-BLA reporter, FRET fluorescence, antagonist mode; inhibition, % at 4.98 µM; AID 485; 170,000 compounds, 0.27% hits;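 active = inhibition above the plate cutoff, the mean inhibition of test wells on that plate plus 3 SD, cut at about 28% in these data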;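 also: cells challenged with S1P at its EC80 of 0.8 µM; blue over green emission ratio from cleaved BLA substrate after 4 h stimulation; 0% = S1P-stimulated wells and 100% = unstimulated DMSO-only wells; some compounds past the cut are filed as inactive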
SRC2 TRFRET art = TR-FRET artefact, counter-screen to PPARgamma/SRC-2 agonist assay; stronger effect = higher value; TR-FRET ratio at 8 µM; 200,000 compounds, 0.4% hits; in the data active = TR-FRET ratio above about 2000; also: inactives centre near 1500
Diaphorase act = counter-screen for diaphorase-based assays: diaphorase activators and chemical reducers; Diaphorase/resazurin coupled assay, resorufin fluorescence, 16 min; stronger effect = higher value; 1 = vehicle wells, 0 = NADH-free wells; activation factor at 20 µM; 190,000 compounds, 0.005% hits;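 active = diaphorase activity raised at least twofold by the compound at 20 µM; inactive = activation factor below 2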
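Material: Purified diaphorase enzyme from Clostridium kluyveri | Buffer or medium: 50 mM HEPES pH 7.4 with 4.542 mM MgCl2, 0.005% Tween 20 | Times: 16 min enzyme reaction, ambient temperature | Signal: Red resorufin fluorescence at 544/590 nm excitation/emission | Measure: Increased resorufin signal from activators or reducing compounds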
PPARg SRC3 recr = PPARgamma-driven SRC-3 recruitment agonism; P37231; biochemical PPARgamma/SRC-3 coactivator recruitment assay; activation, % at 8 µM; 200,000 compounds, 0.26% hits; AID 731; in the data active = activation above about 23%;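 also: 0% = DMSO and 100% = reference agonist; some compounds past the cut are filed as inactive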
ROMK mod = modulators of human ROMK potassium channel. P48048. Tet-inducible ROMK, thallium flux fluorescence; actives lie on both sides. B-score at 10 µM. 130,000 compounds, 2% hits;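 active = signal ratio slope over the read window, or its plate-corrected B-score, at least 3 SD from the plate mean, either direction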;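 also: B-score of the F/F0 ratio slope over 7 to 12 s after thallium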
PPARg SRC-1 ag = promotes SRC-1 coactivator recruitment by human PPARgamma; P37231; PPARgamma-SRC-1 coactivator recruitment biochemical assay; activation, % at 8 µM; 200,000 compounds, 0.41% hits; AID 631; in the data active = activation above about 19%;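 also: 0% = DMSO and 100% = reference agonist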
Diaph inh CS = diaphorase inhibition or chemical oxidation counter-screen; AID 1217; 190,000 compounds, 0.69% hits; diaphorase resazurin-to-resorufin fluorescence, NADH, 16 min; bacterial (C. kluyveri) enzyme, not human; inhibition, % at 20 µM;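 active = primary screen inhibition at 20 µM above a set limit, cut at about 50% in these data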;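 also: plate controls were DMSO with full reaction for no effect and wells lacking NADH for full effect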
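Benchmarks: positive control wells lacking NADH, neutral wells with DMSO only. System: bacterial diaphorase enzyme (C. kluyveri). Input: 0.14 U/mL diaphorase, enzyme working solution. Detection: resorufin fluorescence, excitation 544 nm, emission 590 nm. Times: 16-min room-temperature incubation before reading.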
G6PDH CS = L. mesenteroides G6PDH inhibition counter-screen; inhibition, % at 5 µM; 200,000 compounds, 0.12% hits; Purified L. mesenteroides G6PDH, diaphorase/resazurin coupled fluorescence, 45 min; in the data active = inhibition above about 50%
PMI act satM6P = increases human PMI activity with near-saturating mannose 6-phosphate; activation factor at 20 µM; P34949; 190,000 compounds, 0.34% hits; coupled PMI enzyme assay, resazurin fluorescence, 20 min; stronger effect = higher value; 1 = untreated enzyme, 0 = substrate-free blank;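 active = activation factor of 2 or more at 20 µM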
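Material: human phosphomannose isomerase with PGI, G6PDH, diaphorase coupling enzymes / Reagent: Man-6-P substrate 1.0 mM / Dosing: single compound dose of 20 µM, 1% DMSO final / Incubation: enzyme reaction with compound 20 min at room temperature / Signal: resorufin fluorescence (Ex 544/Em 590 nm) from resazurin via diaphorase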
PMI act = phosphomannose isomerase (human) activation | purified human PMI, coupled resazurin fluorescence, 20 min; stronger effect = higher value; 1 = vehicle control, 0 substrate-free wells | AID 1214 | P34949 | activation factor at 20 µM | 190,000 compounds, 0.005% hits;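 active = activation factor of 2 or more at 20 µM, relative to plate controls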
* hit, by the source's call; nt = not tested or not shown.

compound	PPARg SRC2 recr	S1P3 antag	SRC2 TRFRET art	Diaphorase act	PPARg SRC3 recr	ROMK mod	PPARg SRC-1 ag	Diaph inh CS	G6PDH CS	PMI act satM6P	PMI act
CC(C)Oc1ccc(C(=O)NCc2ccco2)cc1	-5	-12	1658	0.9	-4	nt	-12	11	-3	1	0.9
CCOC(=O)N1CCN(c2c(NCCOC)c(=O)c2=O)CC1	6	nt	1666	0.9	1	nt	4	5	5	1	1
O=c1ccc(Oc2nc(N3CCCCC3)nc(N3CCCCC3)n2)n[nH]1	3	20	1652	0.9	18	0.086	10	11	1	1	1
CCN(CC(=O)NC1CCS(=O)(=O)C1)C(=O)/C=C/c1cccs1 (stereo not given)	8	-2	1701	0.9	1	0.56	3	6	2	1	1
O=C(O)CCC(=O)Nc1ccc(N2CCOCC2)cc1	-4	-2	1624	0.7	4	-0.025	3	29	10	0.7	0.8
Cc1ccc2c(c1)[C@@H](O)C[C@@H](C)N2N=O	16	-11	1790	0.9	4	0.14	6	9	19	1.1	1
C=CC[n+]1c(C)csc1Nc1ccc(C(=O)O)cc1	4	-9	1538	1	2	-0.48	11	-1	-2	1.2	1.2
CCN(C(=O)COC(=O)/C=C/c1cccc([N+](=O)[O-])c1)c1ccccc1	4	-14	1495	0.9	4	0.85	-1	13	7	0.9	0.9
COc1ccccc1NC(=O)CSc1nnnn1-c1ccc(C)cc1	3	nt	1665	0.7	17	nt	4	26	-4	0.9	0.9
CC(=O)NS(=O)(=O)c1cccnc1Nc1ccc(Cl)cc1	6	nt	1494	1	-2	nt	0	4	3	1.1	1
O=C1C2C3C=CC(C3)C2C(=O)N1c1n[nH]c(-c2cccnc2)n1 (stereo not given)	-5	8	1448	0.8	-1	nt	-3	20	9	0.9	0.8
COc1ccc(-c2nc3n(n2)C(=O)CC(c2ccco2)S3)cc1 (stereo not given)	8	nt	1362	0.8	-7	1.1	-8	17	-3	1.3	1.1
C[C@@]1([C@@H](NC(=O)c2cccs2)c2ccc(-c3ccccc3)cc2)C[C@H]1C1CCCCC1	10	-22	1577	0.9	2	0.065	10	8	9	1	0.9
COc1cccc(NC(=O)CSc2nnc(Cc3cccs3)n2-c2ccc(C)cc2)c1	9	nt	1596	0.9	16	nt	2	15	16	1	0.9
Cc1occc1-c1nnc(SCC(=O)c2c[nH]c3ccccc23)n1C	-3	nt	1637	1.1	1	nt	1	-5	6	1.1	1.2
COc1ccc(/C=N/NC(=O)c2ccc(NC(=O)c3cccc([N+](=O)[O-])c3)cc2)c(OC)c1	-15	-6	1661	1.1	1	-0.16	-1	-13	-8	1.1	1
O=C(Nc1ccc(S(=O)(=O)NC2CCCCC2)cc1)c1ccco1	-4	nt	1456	0.8	-13	-0.51	2	18	11	0.9	0.9
O=C(Nc1ccc(CN2CCOCC2)cc1)c1ccccc1F	2	nt	1451	1	3	-0.061	-9	3	6	1	1
CC(=O)N/N=C(\C)c1cccc(C(F)(F)F)c1	2	-17	1623	1	-1	-0.87	-1	-2	6	1.1	1
COc1ccc(/C(O)=C2\C(=O)C(=O)N(c3cc(C)on3)C2c2ccccc2OC)cc1 (stereo not given)	32*	nt	2135*	0.8	25	-1.2	19*	16	27	1.1	1
Cc1cc(C)nc(SCc2nnc(SCC(=O)Nc3nc(-c4ccccc4)cs3)n2-c2ccccc2)n1	-6	nt	1342	1	-12	-0.6	-1	0	9	0.9	0.8
Cc1ccccc1C(=O)N/N=C/c1ccc(Sc2ccccn2)o1	10	12	1529	0.9	-2	0.019	5	10	-9	1	0.9
COc1ccc(OC)c(NC(=O)CN2C(=O)NC3(CCOc4ccccc43)C2=O)c1 (stereo not given)	-3	nt	1369	0.9	3	-0.021	2	14	7	1	0.9
Cc1sc2nc(CSCC(=O)Nc3ccc(OC(F)F)cc3)[nH]c(=O)c2c1C	5	-6	1841	0.8	4	-1.1	5	20	1	0.9	0.9
CCCCCN1N=C(C)CC1=O	0	-16	1569	1	6	2.7*	2	2	2	1.1	1.2
COc1ccc(Nc2nc(N)nc(CN3CCN(c4ccc(F)cc4)CC3)n2)cc1	10	-5	1746	0.8	5	0.068	24*	20	-4	0.9	1
O=C(O)c1cccc(CSc2n[nH]c(-c3ccc(Cl)cc3Cl)n2)c1	-2	-15	1510	0.7	0	0.73	3	25	8	0.9	1
COCCn1c(SCC(=O)N2CCC(C)CC2)nc2ccccc2c1=O	-1	-10	1614	0.9	2	nt	-3	7	2	1.1	1.1
COc1ccc(-c2noc(-c3cccc(OC)c3OC)n2)cc1OC	-4	-4	1362	0.8	-2	nt	-6	25	5	0.9	0.8
COC(CNS(=O)(=O)c1ccc(S(=O)(=O)N2CCCC2)cc1)OC	-2	-24	1375	1	-4	0.32	-3	-1	15	0.9	0.9
COc1cccc(N=c2oc3c(C)ncc(CO)c3cc2C(N)=O)c1	2	nt	1684	0.9	8	nt	2	15	4	0.9	0.9
COC(=O)c1cc(C)nc(N)c1C#N	5	nt	1564	1	11	-0.012	3	4	0	0.9	1
Cc1ccc(N2C(=O)C3C(C2=O)C(C(=O)c2ccc(Cl)cc2)N2CCCC32)cc1 (stereo not given)	6	-8	1467	0.9	9	nt	6	12	3	2*	1.6
COc1ccc(/C=N/NC(=O)c2ccncc2)cc1Cn1nc([N+](=O)[O-])c(Br)c1C	-6	9	1588	0.8	2	0.29	8	18	-1	1.1	1
O=C(CCCC(=O)Nc1cccnc1)Nc1cccnc1	3	-13	1429	1.3	-12	nt	2	-31	8	1.4	1.3
COC(=O)C1CC(O)CN1S(=O)(=O)c1cccs1 (stereo not given)	0	-10	1665	0.9	5	1.2	-8	5	4	1	1
CC(C)C(NS(=O)(=O)c1ccccc1)C(=O)OCc1cc([N+](=O)[O-])cc2c1OCOC2 (stereo not given)	-9	-9	1745	1	1	nt	4	2	-9	1	0.9
CC(C)n1c2ccccc2c2cc([N+](=O)[O-])ccc21	6	0	1743	0.8	4	0.9	8	17	-2	0.9	1
CCCCN(CCCC)CCCNC(=O)CC1Oc2ccc(C)cc2NC1=O (stereo not given)	12	21	1402	1	1	-0.32	9	3	-4	1	1
COc1ccc(-c2ccc(CO)o2)cc1N	4	0	1756	0.9	1	0.64	5	7	17	0.7	0.9

Rewritten with each value named: entries from further up.
Cc1sc2nc(CSCC(=O)Nc3ccc(OC(F)F)cc3)[nH]c(=O)c2c1C
  PPARg SRC2 recr: 5; S1P3 antag: -6; SRC2 TRFRET art: 1841; Diaphorase act: 0.8; PPARg SRC3 recr: 4; ROMK mod: -1.1; PPARg SRC-1 ag: 5; Diaph inh CS: 20; G6PDH CS: 1; PMI act satM6P: 0.9; PMI act: 0.9

CCCCCN1N=C(C)CC1=O
  PPARg SRC2 recr: 0; S1P3 antag: -16; SRC2 TRFRET art: 1569; Diaphorase act: 1; PPARg SRC3 recr: 6; ROMK mod: 2.7*; PPARg SRC-1 ag: 2; Diaph inh CS: 2; G6PDH CS: 2; PMI act satM6P: 1.1; PMI act: 1.2

COc1ccc(Nc2nc(N)nc(CN3CCN(c4ccc(F)cc4)CC3)n2)cc1
  PPARg SRC2 recr: 10; S1P3 antag: -5; SRC2 TRFRET art: 1746; Diaphorase act: 0.8; PPARg SRC3 recr: 5; ROMK mod: 0.068; PPARg SRC-1 ag: 24*; Diaph inh CS: 20; G6PDH CS: -4; PMI act satM6P: 0.9; PMI act: 1

Later entries
compound	PPARg SRC2 recr	S1P3 antag	SRC2 TRFRET art	Diaphorase act	PPARg SRC3 recr	ROMK mod	PPARg SRC-1 ag	Diaph inh CS	G6PDH CS	PMI act satM6P	PMI act
CCOc1ccccc1N(CC(=O)NCc1ccccc1)C(=O)CCC(=O)Nc1cc(C)ccn1	-5	15	1614	1.1	4	-1.3	3	-9	10	1	1
CC(=O)NC(CCS(C)(=O)=O)C(=O)Nc1ccc2c(c1)OCO2 (stereo not given)	-1	-40	1653	0.8	0	nt	4	16	-8	0.9	0.8
CCC(C)(C)NC(=O)C(c1cccc(OC)c1)N(C(=O)c1ccn[nH]1)c1cccc(OC)c1 (stereo not given)	3	-29	1496	1	-3	-2	-7	4	2	1	1
CS(=O)(=O)N(CC(=O)Nc1cc(Cl)ccc1Cl)c1ccccc1	-8	nt	1376	0.8	-5	-0.25	-2	19	-2	0.9	0.9
Cc1ccc(/C=N/NC(=S)NCCc2ccccc2)s1	-9	-9	1597	0.9	-2	0.14	-1	11	7	0.9	0.9
COC(=O)c1cc(C(=O)OCC(=O)N(C)C2CCS(=O)(=O)C2)cc([N+](=O)[O-])c1 (stereo not given)	4	0	1519	1.1	2	1.3	5	-8	1	1.1	1.1
CCCNC(=O)NC(=O)CSc1cccc(C(F)(F)F)c1	4	-5	1562	1	3	0.28	-2	3	4	0.9	0.9
Cc1ccc(S(=O)(=O)c2c(C)nn(C(C)(C)C)c2OC(=O)c2ccc(Br)o2)cc1	7	23	1704	0.8	9	nt	7	22	3	0.8	0.8
Cc1ccc(NC(=O)Nc2cccs2)cc1	-1	nt	1393	0.8	1	0.0028	7	19	-2	1.3	1.1
COc1ccc(OC)c(S(=O)(=O)Nc2ccc(O)c(Sc3ncn[nH]3)c2)c1	-6	-39	1460	1	4	nt	1	4	-5	0.9	0.9
CCCN1C(=O)C(O)(C/C(C)=N/O)c2ccccc21 (stereo not given)	4	-11	1561	0.9	0	nt	-3	8	2	1	1
CCOC(=O)c1cnc(SCC(=O)NCc2cccs2)nc1N	2	1	1678	0.9	0	nt	-1	6	5	1.1	1.1
CCC(C(=O)NCc1ccco1)N(Cc1cccs1)C(=O)CNS(=O)(=O)c1ccccc1 (stereo not given)	4	nt	1474	0.9	10	0.26	-3	12	14	1	0.9
COCCN(CC(=O)NCC1CCCO1)C(=O)CCC(=O)Nc1cc(C)on1 (stereo not given)	-3	-10	1471	1.1	0	nt	-2	-6	10	1	1.2
COC(=O)C1=C(C(=O)OC)C(c2cc([N+](=O)[O-])ccc2O)c2sc(=O)[nH]c2S1 (stereo not given)	4	-8	1715	0.9	-3	0.48	-4	12	-4	0.9	0.9
CN(C)CCCN(C(=O)c1ccco1)c1nc2ccc(Cl)cc2s1	11	-4	1725	1	5	-4.1*	13	0	-1	1	1
COc1cc(NC(=O)C/C(C)=N/NC(=O)c2cccc(O)c2)c(OC)cc1Cl	1	-26	1593	0.9	-3	-0.23	4	11	1	1	1
O=C(NCCN1CCCC1)c1ccc(Cn2c(=S)[nH]c3ccc(Br)cc3c2=O)cc1	1	-16	1525	1.1	2	-1.1	12	-5	11	1.3	1.2
Cc1[nH]c2ccccc2c1N=Nc1ccccc1C(=O)O	0	-11	1595	0.6	10	0.48	6	35	-1	1.2	1.3
